PglD DTNB: blocks C. jejuni PglD acetyltransferase activity | purified PglD enzyme, DTNB colorimetric CoA detection | inhibition, % at 12.5 µM | AID 602405 | hit rate 0.098% among 360,000; in the data active means inhibition above about 16%, passing the limit was not always enough; inconclusive means no clear call, values can overlap the other calls; further: strong numbers were not always called active
E-selectin induc: induces E-selectin expression in human endothelial cells. HUVEC E-selectin immunofluorescence imaging; normalized: neutral wells 0, TNF-alpha wells 100. activation, % at 7.58 µM. hit rate 0.37% among 260,000;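 active means mean E-selectin-positive cell signal at least 10% of the positive control, reached in at least 60% of replicates, without over 20% cell loss; inconclusive means no rule given, readout overlaps actives, possibly toxicity-flagged; inactive means the rest, including those meeting only one limit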;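 further: in these data hits start at about 27%; measured in HUVEC primary endothelial cells; signal is the percent of cells scored E-selectin positive by PE staining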
Target sequence (P16581 whole entry, looked up): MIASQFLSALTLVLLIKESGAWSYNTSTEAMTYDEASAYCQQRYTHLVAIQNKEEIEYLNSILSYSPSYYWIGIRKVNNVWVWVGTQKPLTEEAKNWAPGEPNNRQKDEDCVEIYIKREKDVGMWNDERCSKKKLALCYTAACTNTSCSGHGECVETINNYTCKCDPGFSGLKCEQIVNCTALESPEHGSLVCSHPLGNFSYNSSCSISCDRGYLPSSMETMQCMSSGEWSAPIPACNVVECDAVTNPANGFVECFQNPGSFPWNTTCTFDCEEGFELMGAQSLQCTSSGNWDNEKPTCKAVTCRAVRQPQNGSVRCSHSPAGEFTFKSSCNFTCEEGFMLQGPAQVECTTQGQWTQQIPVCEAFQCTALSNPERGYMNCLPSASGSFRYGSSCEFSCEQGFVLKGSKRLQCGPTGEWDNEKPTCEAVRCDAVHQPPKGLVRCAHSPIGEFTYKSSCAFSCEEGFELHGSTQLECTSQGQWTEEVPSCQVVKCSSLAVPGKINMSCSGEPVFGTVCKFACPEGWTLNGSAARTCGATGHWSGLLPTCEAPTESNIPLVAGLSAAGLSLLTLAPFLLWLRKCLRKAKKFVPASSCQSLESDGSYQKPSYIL
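Read-out basis: % PE-positive cells; Test system: HUVEC primary endothelial cells; Technique: immunofluorescence imaging; Dosing: single-point compound dose.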
SIRT5 block: blocks human SIRT5 desuccinylation of peptide; inhibition, % at 15 µM; Purified SirT5, succinyl-peptide AMC, trypsin-coupled fluorescence; Q9NXA8; AID 652115; hit rate 1.1% among 330,000; in the data active means inhibition above about 15%; inconclusive means no clear call, values can overlap the other calls
Target sequence (Q9NXA8 whole entry, looked up): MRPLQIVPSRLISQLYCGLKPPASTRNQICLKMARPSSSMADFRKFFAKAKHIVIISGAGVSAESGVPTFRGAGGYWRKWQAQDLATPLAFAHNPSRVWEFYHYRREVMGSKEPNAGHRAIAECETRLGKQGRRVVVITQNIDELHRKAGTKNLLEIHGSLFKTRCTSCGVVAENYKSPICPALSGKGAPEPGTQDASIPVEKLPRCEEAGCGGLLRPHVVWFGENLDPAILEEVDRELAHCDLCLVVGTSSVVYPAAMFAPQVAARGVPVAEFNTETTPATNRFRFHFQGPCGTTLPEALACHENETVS
C2C12 statin: suppressors of simvastatin-induced myotoxicity in C2C12 myotubes | ATP luminescence, 48 h; scaled: DMSO 0, geranylgeraniol control 100 | rescue of ATP level, % at 7.49 µM | hit rate 0.78% among 330,000 | AID 602340;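 active means mean ATP rescue above about 67%, or every replicate alone reaching that limit, limit read from the data, passing the limit was not always enough; inconclusive means no clear call, values can overlap the other calls; inactive means mean under the limit and some replicate under it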;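 further: myotubes were challenged with 10 µM simvastatin during compound exposure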
DENV2 CPE rescue: inhibitors of DENV2 cytopathic effect | DENV2-infected cells, cytopathic effect rescue, plate reader | CPE inhibition, % at 9.99 µM | hit rate 1.7% among 350,000; in the data active means CPE inhibition above about 20%, passing the limit was not always enough; inconclusive means no clear call, values can overlap the other calls; tested in BHK-21 cells;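 further: 0% = median of neutral control wells and 100% = median of positive control wells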
ERp5 inh: ERp5 (human) disulfide isomerase inhibition. ERp5 insulin aggregation, absorbance 650 nm, 90 min. inhibition, % at 9.99 µM. hit rate 0.05% among 350,000. Q15084;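 active means mean replicate inhibition above about 25%, with every replicate also reaching it, limit read from the data, passing the limit was not always enough; inconclusive means only one of those two criteria met; inactive means neither criterion met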
S100A4 MyoIIA: blocks human S100A4 binding to myosin IIA peptide; S100A4/TAMRA-MyoIIA peptide fluorescence polarization; hit rate 0.14% among 360,000; AID 652163; P26447; inhibition, % at 10.7 µM;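 active means mean inhibition of at least 70% across replicates, with every replicate also reaching that level; inconclusive means mean inhibition reaches 70% but some replicates fall short; inactive means mean inhibition below 70%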
Target sequence (P26447 whole entry, looked up): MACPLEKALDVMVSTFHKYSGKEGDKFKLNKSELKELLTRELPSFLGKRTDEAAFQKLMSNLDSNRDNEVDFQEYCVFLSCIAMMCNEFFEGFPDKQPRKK
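Test system: S100A4 monomer protein; Medium: HEPES pH 7.2 with CaCl2, KCl, NaCl, DTT, Triton; Probe or stimulus: TAMRA-labelled myosin IIA heavy-chain peptide probe, 5 nM; Doses: one dose per compound; Times: polarization read 5 min after assay mix addition, stable 5–60 min; Benchmarks: neutral control DMSO, positive control TFP.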
* = called active by the depositor; ? = inconclusive; · = no result given; & = joins results of further samples. This is a subset (hit frequency here may not be typical).

SMILES | PglD DTNB | E-selectin induc | SIRT5 block | C2C12 statin | DENV2 CPE rescue | ERp5 inh | S100A4 MyoIIA
CCC(=O)Nc1c2c(nn1-c1cccc(Cl)c1)CSC2 | 6 | -0.1 | 0 | -4 | ? | -2 | 1
Cc1c(OCC(=O)N2CCC(C(=O)O)CC2)ccc2c1oc(=O)c1ccccc12 | -10 | · | · | 12 | ? | 6 | -4
Cc1nnc2sc(SCC(=O)Nc3cccc(Cl)c3)nn2c1=O | 0 | · | 1 | · | -4 | 2 | -4
CC(C)CNC(=O)C1CCN(c2ccc(S(=O)(=O)N3CCOCC3)cc2[N+](=O)[O-])CC1 | · | 5.9 | 0 | -4 | -5 | 11 | 3
Cc1ccc(C(=O)Nc2nnc(NC(=S)Nc3ccccc3)s2)cc1 | -2 | -2.1 | -2 | 3 | -8 | 0 | -4
Cc1noc(C)c1S(=O)(=O)Nc1ccc2c(c1)C(=O)N([C@@H](C)CO)C[C@@H](C)[C@H](CN(C)C(=O)C1CCCCC1)OCCCC[C@@H](C)O2 | -1 | -0.2 | -1 | · | 16 | 0 | -9
C[C@@H]1CN([C@H](C)CO)S(=O)(=O)c2ccc(C3=CCCCC3)cc2O[C@H]1CN(C)C(=O)CC1CC1 | -3 | 0.3 | 4 | · | -1 | 7 | 4
Cc1ccn2cc(CCNS(=O)(=O)c3ccc([N+](=O)[O-])cc3)nc2c1 | · | · | -4 | 8 | 10 | 10 | 2
COC(=O)C[C@H]1CC[C@H](NS(=O)(=O)c2cn(C)cn2)[C@@H](CO)O1 | · | 0.4 | -6 | · | -5 | -1 | 0
CC(C)NC(=O)Nc1ccc2c(c1)C(=O)N([C@H](C)CO)C[C@H](C)[C@@H](CN(C)C(=O)Nc1ccc3c(c1)OCO3)O2 | 1 | -0.1&0.1 | 4&-2 | -1 | 14&-12 | -3&5 | 2&13
O=C(c1cc(C2CC2)nn1-c1ccccc1)N1CCN(c2ccc(O)cc2)CC1 | 3 | · | 4 | 11 | -2 | -6 | 1
COc1ccc(/C=C2\SC(=O)N(CCC(=O)NCCCn3ccnc3)C2=O)cc1 | 1 | · | 0 | 0 | 1 | 3 | -1
COc1ccc(C(=O)N2C[C@@H]3[C@H](c4ccccc42)[C@H](CO)N3Cc2ccc(Cl)cc2)cc1 | 0 | -0.4 | -1 | 7 | -4 | 0 | -2
O=C(NCC[C@@H]1CC[C@H](NS(=O)(=O)c2cccc(F)c2)[C@@H](CO)O1)C1CCC1 | 5 | -0.4 | 5 | 2 | ? | -13 | -5
Cc1ccc(S(=O)(=O)Nc2ccc3c(c2)C(=O)N([C@@H](C)CO)C[C@@H](C)[C@H](CN(C)Cc2ccc(Cl)c(Cl)c2)O3)cc1 | 0 | -0.4 | 7 | 95* | -13 | 6 | -2
COc1ccccc1Cc1c(-c2ccc(Cl)cc2)nc2ccc(Cl)cn12 | -2 | 0.1 | 10 | -7 | -10 | 8 | -9
CCOC(=O)[C@H]1[C@H]2COc3ccccc3[C@@H]2N2C(=O)c3ccc(C)cc3NC(=O)[C@@]12C | -1 | -0.2 | · | -2 | ? | 3 | -3
COc1ccc(NC(=O)Nc2ccc3c(c2)C(=O)N([C@H](C)CO)C[C@H](C)[C@H](CN(C)C(=O)C2CCCCC2)OCCCC[C@@H](C)O3)cc1 | 3 | 0.4 | 1 | -11 | 3 | -3 | 7
Oc1ccc(-c2nc3cnccn3c2Nc2ccc3c(c2)OCCO3)cc1 | 5 | 0.2 | 1 | 8 | 2 | -1 | -2
COc1ccccc1CCNC(=O)CSCC(=O)Nc1ccccc1F | 5 | 3.7 | 2 | -6 | -5 | -3 | -5
CN(Cc1cccc2ncccc12)C(=O)CC1C(=O)NCCN1Cc1ccc(F)cc1 (centres undefined) | -3 | 365* | 7 | 5 | 3 | 3 | 4
CC1(C)COC(c2ccc3c(c2)OCO3)OC1 | -2 | 0.6 | -2 | 13 | 6 | -12 | 2
O=C1CC(c2ccc(Cl)cc2)CC(O)=C1C=NCCO (centres undefined) | 2 | 0.0 | -2 | -3 | 4 | 6 | 15
N#Cc1cccc(-c2ccc(C3[C@@H]4CN(C(=O)c5ccncc5)C[C@H]3N4)cc2)c1 (some centres undefined) | · | 0.1&-0.1 | -3&3 | · | -5&-4 | 2&1 | 15&14
O=C1N=NC(=O)N1c1ccccc1 | 1 | 0.3 | 4 | 11 | 7 | 1 | 0

Continued.
SMILES | PglD DTNB | E-selectin induc | SIRT5 block | C2C12 statin | DENV2 CPE rescue | ERp5 inh | S100A4 MyoIIA
CNc1nnc(C(F)(F)F)s1 | · | 3.4 | 0 | · | -2 | 3 | 2
CCN(CC(=O)Nc1ccccc1C(F)(F)F)C(=O)Cn1c(=O)cnc2ccccc21 | -2 | 0.3 | 0 | -3 | 0 | -2 | -3
CCOc1ccc(-c2cccc(NS(=O)(=O)c3cccc([N+](=O)[O-])c3)c2)nn1 | 2 | · | · | -4 | -2 | 1 | -2
NC(=O)CSC1=N/C(=C\c2ccco2)C(=O)N1c1ccc(OC(F)F)cc1 | · | -0.2 | -6 | · | 1 | -5 | 0
O=C(Nc1ccc(Cl)c(Cl)c1)N(CCCN1CCOCC1)Cc1cccs1 | 2 | 0.0 | -1 | -15 | -3 | 1 | -2
N#C[C@H]1[C@@H](c2ccccc2-c2ccccc2)[C@@H](CO)N1C(=O)Cc1ccncc1 | · | 0.0 | 0 | · | 3 | 0 | ·
CNS(=O)(=O)c1cc2c3c(cccc3c1)C(=O)NC2=O | -2 | 6.4 | 0 | 0 | -3 | 1 | 1
COC(=O)C=C1CCC2C3CCC4=CC(=O)C(Br)CC4(C)C3C(=O)CC12C (centres undefined) | -9 | · | 3 | 2 | 4 | 5 | -3
COc1ccc(NC(=O)CSc2n[nH]c(-c3ccccn3)n2)cc1 | 2 | -0.2 | -3 | 11 | -1 | 0 | -10
NC(=O)CC(NC(=O)Cc1cccc2ccccc12)c1ccc(N2CCC(Br)CC2)c([N+](=O)[O-])c1 (centres undefined) | -3 | 0.7 | · | 9 | -3 | 1 | -2
CCc1cc2ccc(C)c(C)c2nc1SCC(=O)NNC(=O)c1ccco1 | · | 0.3 | -4 | 2 | 3 | 1 | -8
CC1(C)CCC[C@@]2(C)CC=C(C(=O)O)[C@@H]3C[C@]312 | 7 | · | · | 5 | -13 | 3 | -6
COc1ccccc1CCn1cnc(-c2cccc(F)c2)c1C(C)C | · | -0.4 | · | · | ? | 3 | -11
Cc1ccc(S(=O)(=O)Nc2ccc3c(c2)CC(=O)N([C@@H](C)CO)C[C@H](C)[C@@H](CN(C)Cc2ccc4c(c2)OCO4)O3)cc1 | 1 | 0.0 | 3 | 65 | 10 | 0 | -2
CC(=O)N(C)C[C@@H]1Oc2cc(C#CCC3CCCC3)ccc2S(=O)(=O)N([C@H](C)CO)C[C@H]1C | 2 | 0.2 | 3 | -9 | 6 | -3 | 7
CCOC(=O)c1ccc(NC(=O)CN2CCN(C(=O)C3CCCO3)CC2)cc1 (centres undefined) | 3 | 0.1 | -2 | -4 | 2 | -2 | -1
O=C(C[C@H]1CC[C@@H](NC(=O)C2CC2)[C@H](CO)O1)Nc1nccs1 | 12 | -0.4 | 2 | -2 | ? | 6 | -8
O=C(C[C@@H]1C[C@H]2c3cc(NC(=O)c4cccnc4)ccc3O[C@H]2[C@@H](CO)O1)NCc1ccccc1F | 0 | -0.2 | -9 | -2 | -2 | 2 | 11
CN1C(=O)c2cc(NC(=O)c3ccc(C(F)(F)F)cc3)ccc2OC[C@H]2O[C@H](CC(=O)O)CC[C@@H]21 | 1 | 0.0 | 2 | -11 | 7 | -4 | -1
COC(=O)C1=CO[C@@H](O[C@@H]2O[C@H](CO)[C@@H](O)[C@H](O)[C@H]2O)[C@H]2[C@@H]1C(=O)C[C@@H]2C | -4 | -0.5 | · | -4 | · | 5 | -7
COc1ccc(NC(=O)CCN(c2ccc(OC)cc2)S(=O)(=O)c2ccc(C)c(C)c2)cc1 | -1 | 0.4 | 1 | 10 | -6 | -3 | -2
CCOC(=O)Nc1cc(OC)cc2ccc(C)nc12 | 1 | 0.1 | · | 0 | -8 | 3 | -3
COc1ccc([C@@H]2C[C@@H](c3ccccc3)Oc3cc(OC)cc(OC)c32)cc1 | -2 | 0.3 | · | -1 | · | · | ·
O=C(CCN1C(=O)/C(=C/c2ccccc2F)SC1=S)Nc1cccnc1 | 0 | 0.1 | -4 | 2 | 2 | 2 | -3
O=C(C[C@H]1C[C@@H]2c3cc(NC(=O)Nc4ccccc4F)ccc3O[C@@H]2[C@@H](CO)O1)NC1CCCCC1 | -2 | -0.3 | 5 | 8 | 2 | 6 | 0

More records
SMILES | PglD DTNB | E-selectin induc | SIRT5 block | C2C12 statin | DENV2 CPE rescue | ERp5 inh | S100A4 MyoIIA
Fc1ccc(-c2cc3nc4c(c(N5CCOCC5)n3n2)CCCC4)cc1 | -3 | · | -2 | -6 | 5 | 0 | -5
Cc1ccccc1NC(=O)/C(=C/c1cccs1)NC(=O)c1ccco1 | · | -1.6 | 2 | · | 27* | 6 | 49
COC(=O)c1cc(S(=O)(=O)NCc2ccc(Br)cc2)c[nH]1 | -10 | · | 22* | 2 | 2 | -1 | -7
COC(=O)C1CCN(c2ccc([N+](=O)[O-])cc2)CC1 | · | · | 4 | · | 2 | 0 | -2
CC(C)Sc1nc2c(c(=O)[nH]c(=O)n2C)n1Cc1ccccc1 | -6 | · | -3 | 10 | 5 | 6 | -1
Cc1ccc(NC(=O)CNC(=O)c2ccco2)c(Cl)c1 | 1 | 0.0 | -4 | 6 | -3 | 5 | 2
O=C(CCCC(=O)c1ccccc1)NCCc1ccccc1F | 1 | -0.2 | -2 | -6 | -3 | 2 | -2
CN(C)C(=O)c1cc(C(=O)Cc2ccccc2)c[nH]1 | 0 | 0.1 | -1 | 0 | -3 | 1 | 7
CC(=O)Nc1ccc(NCc2ccc(-c3ccccc3)cc2)cc1 | -2 | · | 0 | 0 | -3 | 4 | -3
COc1ccc([N+](=O)[O-])cc1N(CC(O)CN(CC(C)C)CC(C)C)S(=O)(=O)c1ccc(C)cc1 (centres undefined) | -10 | · | 10 | -9 | 5 | -4 | 0
C[C@H]1CN([C@@H](C)CO)C(=O)Cc2cc(NC(=O)C3CC3)ccc2O[C@H]1CN(C)Cc1ccc(C(F)(F)F)cc1 | 6 | 0.2 | 9 | 64 | 3 | 1 | -5
CCOC(=O)Cc1csc(NC(=O)CSc2nc(C)cc(C)n2)n1 | · | 0.4 | · | · | -8 | 5 | -2
Cc1ccn2c(CNCCCn3cccn3)c(C(=O)N3CCCCCC3)nc2c1 | · | 0.9 | 3 | · | -8 | -3 | 0
C=CCN(C(=O)C1CSC2(C)CCC(=O)N12)c1nc(-c2ccccc2)cs1 (centres undefined) | 3 | · | -3 | · | -8 | 2 | -5
Cc1cccc(C(=O)N2CCNC(=O)C2CC(=O)Nc2cccc(Cl)c2)c1 (centres undefined) | 6 | · | -1 | · | 0 | 9 | -4
COc1ccc(CNC(=O)C2Cc3c(-c4ccc5c(c4)OCO5)ccnc3O2)cc1OC (centres undefined) | -1 | 0.2 | · | 1 | 1 | 3 | -9
Cc1c(Cl)cccc1NC(=O)CNCc1ccccc1F | · | 0.8 | -7 | · | · | -1 | -3
CN1C(=O)/C(=C2\SC(=S)N(CCCCCC(=O)O)C2=O)c2ccccc21 | 1 | 4.1 | -3 | 23 | -5 | -17 | 1

Entries of single compounds, looked up by structure.
Shown for COC(=O)c1cc(S(=O)(=O)NCc2ccc(Br)cc2)c[nH]1 → PglD DTNB: -10; E-selectin induc: ·; SIRT5 block: 22*; C2C12 statin: 2; DENV2 CPE rescue: 2; ERp5 inh: -1; S100A4 MyoIIA: -7
Shown for Cc1ccccc1NC(=O)/C(=C/c1cccs1)NC(=O)c1ccco1 → PglD DTNB: ·; E-selectin induc: -1.6; SIRT5 block: 2; C2C12 statin: ·; DENV2 CPE rescue: 27*; ERp5 inh: 6; S100A4 MyoIIA: 49

Source: PubChem (Broad Institute)
